Screening results as filed in PubChem BioAssay.
BAZ2B block = inhibitors of human BAZ2B bromodomain | AID 504333 | hit rate 4.4% among 360,000 | Potency, µM (highest dose often 114 µM), for the others: at the highest dose activity change, negative = inhibition, hits mostly inhibitors | AlphaScreen BAZ2B-H3K14Ac peptide displacement | Q9UIF8; further: potency means the concentration at half of the fitted maximal effect; on the % scale 0 is the no-effect control and ±100 the full control effect; nearly all actives have a fitted effect of over 60% in size
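AlphaScreen luminescence quantifies BAZ2B engagement of H3K14Ac peptide; the protein and biotinylated peptide are both at 50 nM final, buffer PBS pH 7.4 with 0.01% Tween-20, all steps at room temperature.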
ERG-DNA inh = blocks human ERG Ets domain binding to DNA; P11308; fluorescence polarization, His-ERG Ets domain / labelled DNA; Potency, µM (top dose mostly 76.9 µM), for the others: at the highest dose FP activity, negative = inhibition, most hits filed as inhibitors; hit rate 0.028% among 370,000; active means well fitted inhibition curve with a large enough effect in the polarisation, with a control signal flat; inconclusive means small, poorly fitted or top-dose-only effect, or effect the other way, or a change in a side signal; inactive means no such curve, though single readings can be large or run the other way; the % refers to the polarisation;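 further: polarization taken with two DNA probes labelled with fluorescein and Texas red; potency means the concentration at half of the fitted maximal effect; % of control where 0% means no effect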
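His-tagged ERG Ets domain (1 uM in the protein solution; 300mM KCl, 50mM Tris-HCl, 1mM EDTA, 1mM DTT, pH 7.5) received compound, then a probe mix of 5 nM fluorescein-DNA and 100nM Texas-615-DNA. Fluorescence polarization was read for both dyes.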
JMJD2A Tudor = inhibitors of human JMJD2A Tudor domain. O75164. AlphaScreen JMJD2A-Tudor / H3K4me3 peptide binding. Potency, µM (highest dose often 114 µM), inactives show at the highest dose activity change, negative = inhibition, actives largely listed as inhibitors. hit rate 4.4% among 390,000. AID 504339; further: potency means the concentration at half of the fitted maximal effect; on the % scale 0 is the no-effect control and ±100 the full control effect; nearly all actives have a fitted effect of over 50% in size
Target sequence (O75164 whole entry, looked up, the tested form may be a part): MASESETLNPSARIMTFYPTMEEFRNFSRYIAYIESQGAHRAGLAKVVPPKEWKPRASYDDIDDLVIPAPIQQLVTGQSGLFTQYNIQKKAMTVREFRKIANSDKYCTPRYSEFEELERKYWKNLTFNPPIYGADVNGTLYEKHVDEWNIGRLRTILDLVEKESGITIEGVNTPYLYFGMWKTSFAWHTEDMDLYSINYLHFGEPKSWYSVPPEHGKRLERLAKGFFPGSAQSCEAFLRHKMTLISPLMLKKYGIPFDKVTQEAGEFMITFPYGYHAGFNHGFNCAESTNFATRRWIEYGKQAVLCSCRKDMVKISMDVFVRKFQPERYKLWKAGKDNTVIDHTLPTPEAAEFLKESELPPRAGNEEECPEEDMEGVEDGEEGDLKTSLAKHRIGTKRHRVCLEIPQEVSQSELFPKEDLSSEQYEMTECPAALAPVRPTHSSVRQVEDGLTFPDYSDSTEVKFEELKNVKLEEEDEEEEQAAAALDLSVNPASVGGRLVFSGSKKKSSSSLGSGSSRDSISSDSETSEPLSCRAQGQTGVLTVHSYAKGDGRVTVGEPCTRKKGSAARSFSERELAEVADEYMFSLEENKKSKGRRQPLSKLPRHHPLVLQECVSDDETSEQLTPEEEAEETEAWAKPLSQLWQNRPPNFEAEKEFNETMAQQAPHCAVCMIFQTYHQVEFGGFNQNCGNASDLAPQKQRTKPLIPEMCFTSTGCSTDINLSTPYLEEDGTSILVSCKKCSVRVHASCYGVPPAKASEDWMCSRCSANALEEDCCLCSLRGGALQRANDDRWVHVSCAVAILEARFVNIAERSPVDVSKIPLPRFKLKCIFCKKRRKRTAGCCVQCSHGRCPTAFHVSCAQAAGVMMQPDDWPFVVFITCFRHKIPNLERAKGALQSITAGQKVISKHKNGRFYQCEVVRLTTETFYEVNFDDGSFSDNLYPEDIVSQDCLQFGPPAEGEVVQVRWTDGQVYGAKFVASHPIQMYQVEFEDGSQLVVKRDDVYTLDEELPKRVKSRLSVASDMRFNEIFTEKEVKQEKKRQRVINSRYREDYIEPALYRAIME
G9a inh = G9a (human) methyltransferase inhibition. hit rate 8.8% among 350,000. AID 504332. Potency, µM (titrated, usually from 102 µM), without a hit: at the highest dose activity, negative = inhibition, hits mostly inhibitors. G9a H3K9 monomethylation, AlphaScreen, 2 h. Q96KQ7; further: potency means the concentration at half of the fitted maximal effect; on the % scale 0 is the no-effect control and ±100 the full control effect; nearly all actives have a fitted effect of over 75% in size
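Methyltransferase reactions run at room temperature for 2 h (20 nM enzyme, 500 nM biotin-H3K9 peptide, 20 uM SAM) after a 15 min compound preincubation; product detected by AlphaScreen beads and anti-H3K9me1 antibody.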
GLS inhibitor = inhibitors of human glutaminase (GLS); AID 624170; GLS enzymatic activity, qHTS titration; hit rate 0.21% among 410,000; O94925; Potency, µM (highest dose often 45.5 µM), without a hit: at the highest dose activity change, negative = inhibition, most hits filed as inhibitors; further: potency means the concentration at half of the fitted maximal effect; on the % scale 0 is the no-effect control and ±100 the full control effect
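Glutamate formation by hKGA was monitored fluorometrically using coupled glutamate oxidase, HRP and Amplex Red. Substrate was added as 1 mM L-glutamine solution; incubation was 30 min at RT after an initial read.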
Tb PGK inh = T. brucei PGK inhibition; PGK/GAPDH coupled, Kinase-Glo luminescence, 60 min; Potency, µM (doses to about 57.5 µM), for inactives: top-dose activity change, negative = inhibition, usual class: inhibitors; hit rate 0.043% among 380,000; AID 602233; further: potency means the concentration at half of the fitted maximal effect; on the % scale 0 is the no-effect control and ±100 the full control effect; nearly all actives have a fitted effect of over 60% in size
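Luminescent ATP detection (Kinase-Glo Plus) follows a 60-minute room-temperature incubation, with wells lacking PGK as controls. Buffer: 100 mM TEA (pH 7.6), 5 mM MgCl2, 0.01% Tween-20. Coupling enzyme GAPDH (100 nM final) supplies unstable 1,3-BPG in-well.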
PI4K2A inh = blocks human PI4K2A kinase activity; AID 1346378; activity change, negative = inhibition, % at 76.9 µM; hit rate 0.13% among 420,000; Q9BTU6; purified PI4K2A, ADP-Glo luminescence, 1 h; active compounds read low; in the data active means activity change below about -50%; inconclusive means mostly about -30% to -49%;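 further: -100% = wells without enzyme as full effect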
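ADP-Glo luminescence measured ADP generated by PI4K2A enzyme (4 ug/mL before mixing) with 1.2 mM PI substrate (pre-mix) and 300 microM ATP (pre-mix). Tris pH7.5 buffer with MgCl2, Triton X-100; 1 h reaction at ambient temperature.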
HP1b binding inh = inhibitors of HP1-beta chromodomain binding to methylated histone tails; hit rate 0.56% among 390,000; AID 540317; Potency, µM (doses to about 114 µM), without a hit: at the top dose activity change, negative = inhibition, most hits filed as inhibitors; AlphaScreen HP1-beta / biotin-H3K9me3 peptide binding; P83916; further: potency means the concentration at half of the fitted maximal effect; nearly all actives have a fitted effect of over 70% in size; inactives centre near 23
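Compound inhibition of the preformed complex between 50 nM HP1-beta and 50 nM biotinylated H3K9me3 peptide was read by AlphaScreen. Buffer was PBS pH 7.4 with 0.01% Tween-20. Incubations ran 30 min at room temperature, with 10 ug/mL donor/acceptor beads.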
Pin1 inh = blocks the human prolyl isomerase Pin1 | Pin1 FP peptide displacement, HiFluor488, 10 min | AID 504891 | Potency, µM (titrated, usually from 115 µM), without a hit: top-dose activity, negative = inhibition, most hits filed as inhibitors | hit rate 0.009% among 390,000 | Q13526; active means well fitted inhibition curve with a large enough effect in the polarisation, with a control signal flat, not every such curve was filed as active; inconclusive means small, poorly fitted or top-dose-only effect, or effect the other way, or a change in a side signal; inactive means no such curve, though single readings can be large or run the other way; the % refers to the polarisation; further: potency means the concentration at half of the fitted maximal effect; on the % scale 0 is the no-effect control and ±100 the full control effect
* = called active by the depositor; [ ] = another dose, or the depositor's remark. Unless noted, the call rests on the fitted dose curve; in most records, active means well fitted curve in the direction sought with a large enough effect; inconclusive means small, poorly fitted or top-dose-only effect, or another doubt; inactive means no such curve, though single readings can be large; an effect the other way counts as inactive or inconclusive.

What do the screens show for `CCN1C(=O)/C(=C\C=C2/C=CC=CN2CC)SC1=S`?
BAZ2B block: 22µM*; ERG-DNA inh: 120%[activator]; JMJD2A Tudor: inconclusive; G9a inh: 10µM*; GLS inhibitor: -11%; Tb PGK inh: inconclusive; PI4K2A inh: -18; HP1b binding inh: 40µM*; Pin1 inh: inconclusive

Results for CNS(=O)(=O)c1cccc(C(=O)OCC(=O)N2c3ccccc3CC2C)c1 (centres undefined) ?
BAZ2B block: 2%; ERG-DNA inh: -1%; JMJD2A Tudor: -8%; G9a inh: 1%; GLS inhibitor: 12%; Tb PGK inh: 4%; PI4K2A inh: -3; HP1b binding inh: 54%[activator]; Pin1 inh: 5%

How did CCSc1ncc(/C=N/Nc2ccc(Cl)cc2)n1C do in these assays?
BAZ2B block: 35µM*; ERG-DNA inh: 0%; JMJD2A Tudor: 56µM*; G9a inh: inconclusive; GLS inhibitor: 26%; Tb PGK inh: -5%; PI4K2A inh: -2; HP1b binding inh: 40µM*; Pin1 inh: -2%

What do the screens show for `CC(CC(=O)Nc1ccc(Cl)c([N+](=O)[O-])c1)c1ccccc1` (centres undefined)?
BAZ2B block: -30%; ERG-DNA inh: 0%; JMJD2A Tudor: inconclusive; G9a inh: -3%; GLS inhibitor: 0%; Tb PGK inh: -6%; PI4K2A inh: 5; HP1b binding inh: 17%; Pin1 inh: -4%

How did CC(NCC(=O)Nc1ccccc1C(=O)NC1CC1)c1cccc(Cl)c1 (centres undefined) do in these assays?
BAZ2B block: 3%; ERG-DNA inh: 1%; JMJD2A Tudor: -8%; G9a inh: 2%; GLS inhibitor: -10%; Tb PGK inh: -7%; PI4K2A inh: -6; HP1b binding inh: 19%; Pin1 inh: -2%

What do the screens show for `C/C=C/C(=O)N1CC2(CC(c3cccc(NC(=O)/C(C)=C/C)c3)=NO2)C[C@H]1C(N)=O` (some centres undefined)?
BAZ2B block: 5%; ERG-DNA inh: 5%; JMJD2A Tudor: -15%; G9a inh: -5%[59 µM]; GLS inhibitor: -3%; Tb PGK inh: -1%; PI4K2A inh: -2; HP1b binding inh: 45%[activator]; Pin1 inh: 4%

Results for CCc1c(C)sc2c1CCN(Cc1ccccc1C#N)C2c1ccccc1 (centres undefined) ?
BAZ2B block: 4%; ERG-DNA inh: 0%; JMJD2A Tudor: -14%; G9a inh: 42%[59 µM]; GLS inhibitor: -5%; Tb PGK inh: -6%; PI4K2A inh: -2; HP1b binding inh: 79%[activator]; Pin1 inh: 32%[activator]

Results for COc1ccc(C(=O)NCCCc2nc3ccccc3n2Cc2cc(C)ccc2C)cc1OC ?
BAZ2B block: -2%; ERG-DNA inh: 10%; JMJD2A Tudor: -22%; G9a inh: 8%; GLS inhibitor: -5%; Tb PGK inh: -2%; PI4K2A inh: -2; HP1b binding inh: -8%; Pin1 inh: -1%

Results for COc1ccccc1NC(=O)c1c(C)cc(=O)oc1C ?
BAZ2B block: 2%; JMJD2A Tudor: -4%; G9a inh: 21%[59 µM]; GLS inhibitor: -5%; Tb PGK inh: 0%[11.5 µM]; PI4K2A inh: 2; HP1b binding inh: 71%[activator]; Pin1 inh: 39%[activator]

Results for CCOCCCNC(=O)C1CCC(=O)N1CCc1ccccc1 (centres undefined) ?
BAZ2B block: -3%; ERG-DNA inh: -2%; JMJD2A Tudor: -5%; G9a inh: -9%[12.7 µM]; GLS inhibitor: 2%; Tb PGK inh: 1%; PI4K2A inh: 3; HP1b binding inh: 20%; Pin1 inh: -2%

The list goes on, starting with the last two of the part before.
Results for COc1ccccc1NC(=O)c1c(C)cc(=O)oc1C ?
BAZ2B block: 2%; JMJD2A Tudor: -4%; G9a inh: 21%[59 µM]; GLS inhibitor: -5%; Tb PGK inh: 0%[11.5 µM]; PI4K2A inh: 2; HP1b binding inh: 71%[activator]; Pin1 inh: 39%[activator]

Results for CCOCCCNC(=O)C1CCC(=O)N1CCc1ccccc1 (centres undefined) ?
BAZ2B block: -3%; ERG-DNA inh: -2%; JMJD2A Tudor: -5%; G9a inh: -9%[12.7 µM]; GLS inhibitor: 2%; Tb PGK inh: 1%; PI4K2A inh: 3; HP1b binding inh: 20%; Pin1 inh: -2%

Results for CC1(C)Cc2ccccc2-c2nnc(SCc3ccc(C#N)cc3)n21 ?
ERG-DNA inh: 0%; JMJD2A Tudor: -14%; G9a inh: -4%[59 µM]; GLS inhibitor: -2%; Tb PGK inh: -5%; PI4K2A inh: -3; HP1b binding inh: 17%; Pin1 inh: 3%

Results for COCCCNc1nc2c(-c3cccc(C)c3)nnn2c2ccc(Cl)cc12 ?
BAZ2B block: inconclusive; ERG-DNA inh: -1%; JMJD2A Tudor: -29%; G9a inh: 3%[0.501 µM]; GLS inhibitor: -2%; Tb PGK inh: 1%; PI4K2A inh: -2; HP1b binding inh: 30%; Pin1 inh: 4%

How did CCN(CC)S(=O)(=O)c1ccc(C(=O)OCC(=O)Nc2sc3c(c2C#N)CCCCC3)cc1 do in these assays?
BAZ2B block: -4%; ERG-DNA inh: -5%; JMJD2A Tudor: -15%; G9a inh: -2%[59 µM]; GLS inhibitor: 1%; Tb PGK inh: -5%; PI4K2A inh: -4; HP1b binding inh: 12%; Pin1 inh: 42%[activator]

Results for C[C@]12c3[nH]c4cc(-c5ccco5)ccc4c3CCN1C(=O)[C@@H](CC(=O)NCCC1=CCCCC1)C[C@@H]2C(=O)N1CCCCC1 ?
ERG-DNA inh: 5%; JMJD2A Tudor: inconclusive; GLS inhibitor: 1%; Tb PGK inh: 8%; PI4K2A inh: -6; HP1b binding inh: 0%; Pin1 inh: 57%[activator]

How did Cc1ccc(CNC(=O)c2cc3sccc3n2Cc2ccc(F)cc2)cc1 do in these assays?
BAZ2B block: -5%; ERG-DNA inh: 1%; JMJD2A Tudor: -11%; G9a inh: -4%[59 µM]; GLS inhibitor: 1%; Tb PGK inh: -5%; PI4K2A inh: 1; HP1b binding inh: 27%; Pin1 inh: -1%

What do the screens show for `COc1ccc(N(CC(=O)NCc2ccc3c(c2)OCO3)C(=O)CCC(=O)Nc2ccccn2)cc1`?
BAZ2B block: -2%; ERG-DNA inh: 11%; JMJD2A Tudor: -15%; G9a inh: -42%; GLS inhibitor: -1%; Tb PGK inh: inactive; PI4K2A inh: 2; HP1b binding inh: 15%; Pin1 inh: 8%

Results for COC(=O)c1sccc1NC(=O)CC1NCCNC1=O (centres undefined) ?
BAZ2B block: -25%; ERG-DNA inh: 7%; JMJD2A Tudor: -29%; G9a inh: 8%; GLS inhibitor: -11%; Tb PGK inh: 0%; PI4K2A inh: -1; HP1b binding inh: 31%; Pin1 inh: 13%

What do the screens show for `N#Cc1cc([N+](=O)[O-])ccc1NCCN1CCOCC1`?
BAZ2B block: -14%; ERG-DNA inh: -8%; JMJD2A Tudor: -7%; G9a inh: 17%[12.7 µM]; GLS inhibitor: 11%; Tb PGK inh: 3%; PI4K2A inh: 1; HP1b binding inh: -2%; Pin1 inh: -5%

What do the screens show for `CN(C)CC(=O)c1c[nH]c2ccccc12`?
BAZ2B block: -23%; ERG-DNA inh: -8%; JMJD2A Tudor: 50µM*; G9a inh: 27%[0.501 µM]; GLS inhibitor: -17%; Tb PGK inh: -6%; PI4K2A inh: 1; HP1b binding inh: 19%; Pin1 inh: 8%

Results for CCC(CC)C(=O)c1c[nH]c(C(=O)NCCc2ccccn2)c1 ?
BAZ2B block: 12%; ERG-DNA inh: -4%; JMJD2A Tudor: -25%[11.4 µM]; G9a inh: 37%[12.7 µM]; GLS inhibitor: 10%; Tb PGK inh: -9%; PI4K2A inh: -5; HP1b binding inh: 4%; Pin1 inh: -2%

How did COCCNC(=O)CSc1nc2ccccc2c(=O)n1-c1cccc(OC)c1 do in these assays?
BAZ2B block: -3%; ERG-DNA inh: inconclusive; JMJD2A Tudor: 0%; G9a inh: 15%[59 µM]; GLS inhibitor: 3%; Tb PGK inh: -1%; PI4K2A inh: -2; HP1b binding inh: 31%[activator]; Pin1 inh: 0%

How did CC(Oc1coc(CN2CCN(C(=O)c3ccco3)CC2)cc1=O)c1ccccc1 (centres undefined) do in these assays?
BAZ2B block: -31%; ERG-DNA inh: 2%; JMJD2A Tudor: -1%; G9a inh: -23%[0.501 µM]; GLS inhibitor: -2%; Tb PGK inh: 0%; PI4K2A inh: -1; HP1b binding inh: 24%; Pin1 inh: -1%

How did O=C(CSc1nc2ncccc2[nH]1)c1cccc([N+](=O)[O-])c1 do in these assays?
BAZ2B block: 7%; ERG-DNA inh: 2%; JMJD2A Tudor: -27%; G9a inh: 40µM*; GLS inhibitor: 13%; Tb PGK inh: 0%; PI4K2A inh: -1; HP1b binding inh: 9%; Pin1 inh: -2%

Results for CCN(C(=O)c1ccc(C(=O)N(CC)c2ccccc2C)cc1)c1ccccc1C ?
BAZ2B block: -2%; ERG-DNA inh: 2%; JMJD2A Tudor: -13%; G9a inh: 0%[59 µM]; GLS inhibitor: -1%; Tb PGK inh: -2%; PI4K2A inh: -1; HP1b binding inh: 30%; Pin1 inh: 0%
